Autophagy HCS: autophagy modulation, high-content screen; MEF GFP-LC3 puncta imaging; test concentration mostly 10 µM; calls only at 10 µM (by protocol); actives 0.98% (n = 190,000);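 active = percentage of spot-positive cells more than 3 SD above its plate mean, without a fluorescence outlier flag or 80% toxicity; inconclusive = no clear call, values can overlap the other calls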;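 note: spot-positive cell cutoff set from DMSO-treated cells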
Dynein cargo inh: blocks dynein driven cargo transport along microtubules; AID 1381; 3617.4 mouse cells, GR-EGFP nuclear translocation imaging; test concentration mostly 20 µM; stimulated with dexamethasone, 1 µM; active compounds read low; actives 0.47% (n = 220,000); z-score, hits read low;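 active = plate z-score of nuclear minus cytoplasmic receptor signal below a set negative limit, without overly bright fluorescence or cell loss, cut at about -3.5 in these data, passing the limit was not always enough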;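 note: z-score of nuclear minus cytoplasmic ring GR-EGFP intensity difference per well; some compounds called inactive have numbers as strong as hits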
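Also added: dexamethasone, 1.0 µM final. Medium: tet-free, stripped-serum medium. Detection: fixed, Hoechst-stained cells imaged at 10x for EGFP. Read-out: nuclear-to-cytoplasmic GR-EGFP distribution per well. Times: induction 48 h, compound 1 h, agonist 30 min.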
WT yeast gro inh: growth inhibition of WT yeast, mitochondrial fusion screen; mitochondrial fusion phenotypic screen, WT strain; actives 2.1% (n = 190,000); inhibition, % at 10 µM; in the data active = inhibition above about 58%; tested in S. cerevisiae
Yfh1-depleted yeast: enhancers of respiration in Yfh1-depleted yeast, dose response, Friedreich's ataxia, plus single-dose screen (AID 1465); S. cerevisiae Yfh1-off respiration, WST-1 reduction, 72 h; higher fold induction means a stronger effect; fold induction at 50 µM, or EC50 in µM where a hit was titrated; actives 0.074% (n = 220,000);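 active = fold induction of absorbance versus untreated yeast above a set limit, then at least 30% activation at any dose in follow-up; inconclusive = repeats straddling the limit, or above it without dose testing; inactive = fold induction below the set limit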;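 note: activators that raise dye reduction in frataxin-depleted yeast; strong numbers were not always called active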
b-catenin transl: beta-catenin nuclear translocation modulation. actives 0.3% (n = 190,000). HeLa beta-catenin nuclear translocation, immunofluorescence imaging. AID 1665. nuclear translocation activity, % at 5 µM;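 active = nuclear translocation activity above 50% at 5 µM, with a well cell count of 50 or more; inconclusive = wells under 50 cells across six images, flagged as toxic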;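 note: per-cell ratio of nuclear to cytoplasmic median beta-catenin stain intensity; plate controls were DMSO negative control for no effect and GSK-3 inhibitor IX positive control for full effect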
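Test system: human HeLa cells, endogenous beta-catenin. Times: 24 h compound exposure, 37°C. Measured by: beta-catenin immunofluorescence imaging with DAPI.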
HEK293 NOD2/NF-kB: NOD2 signaling inhibitors, cell-based, luminescence, uHTS, HEK293 (AID 1566); inhibition, % at 4 µM, or EC50 in µM where a hit was titrated; actives 0.63% (n = 290,000); HEK293 NOD2/NF-kB luciferase reporter, luminescence; higher % means a stronger effect; in the data active = inhibition above about 50%; note: many of its hits are not listed in these tables
Lipid droplet: modulators of hepatic lipid droplet formation; AML12 mouse hepatocytes, oleate lipid droplets, BODIPY imaging; inhibition, % at 6.5 µM; actives 0.4% (n = 240,000); AID 1656;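 active = lipid droplet intensity inhibited by at least 50%, with more than 500 cells counted; inconclusive = wells with under 300 cells, treated as cytotoxic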
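Material – mouse AML12 hepatocyte cell line, fixed after treatment · Compound dosing – one dose, 6.5 µM compound · Times – compound with oleate, overnight · Measured by – Image-based BODIPY and DAPI two-channel analysis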
MT stabilizer: microtubule stabilizers in HeLa cells; actives 0.83% (n = 200,000); HeLa tubulin immunostaining HCS, 24 h; share of cells brighter than vehicle mean+2SD; % tubulin-high responders, % at 10 µM;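 active = plate Z-score above 3 for both tubulin-high and condensed-nucleus cell shares, with cell loss under 80%, at 10 µM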;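 note: anti alpha tubulin signal scored within the nucleus-defined area of each cell; some results filed as inactive read as strong as hits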
Insulin prom up: MIN6 insulin promoter up-regulation; z-score at 5 µM; MIN6 insulin promoter-GFP reporter, high-content imaging; active compounds read high; actives 0.3% (n = 190,000);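 active = z-score above 3 at 5 µM with at least 500 cells counted in the well; inconclusive = wells under 500 cells, flagged as cytotoxic or low count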
WT yeast gro inh mutant strain: further read-out of WT yeast gro inh, marked with its call; inhibition, %; mitochondrial fusion phenotypic screen, mutant strain inhibition
Dynein cargo inh cytoplasmic EGFP: second read-out of Dynein cargo inh, no call of its own (marks repeat the call); z-score; measured here: cytoplasmic GR-EGFP intensity; active compounds read high
Dynein cargo inh nuclear GR-EGFP: recorded beside Dynein cargo inh, whose call it bears; z-score; measured here: nuclear GR-EGFP intensity;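 lower value marks the stronger effect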
Dynein cargo inh cell count: second read-out of Dynein cargo inh, no call of its own (marks repeat the call); z-score; measured here: cell count per field
Insulin prom up cell count: further read-out of Insulin prom up, marked with its call; cell count; measured here: cytotoxicity, nuclei count;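 total cells summed across four imaged fields per well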
Lipid droplet cells 6.5 µM: also measured in Lipid droplet; calls as there; cell count; measured here: cell count, cytotoxicity flag;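 cells counted across two imaged fields per well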
b-catenin transl cell count 5 µM: also measured in b-catenin transl; calls as there; cell count; measured here: cell count, cytotoxicity flag
MT stabilizer Hoechst-high %: second read-out of MT stabilizer, no call of its own (marks repeat the call); % Hoechst-high responders; measured here: nuclear condensation Hoechst responders;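 share of cells brighter than vehicle mean plus two SD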
MT stabilizer cytotoxicity %: second read-out of MT stabilizer, no call of its own (marks repeat the call); toxicity, %; measured here: cytotoxicity by cell density;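 0% = mean cell density of plate MIN control wells and 100% = no cells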
Autophagy HCS cell loss 18 h: also measured in Autophagy HCS; calls as there; toxicity, %; measured here: cell loss, nuclei count;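 cell loss after 18 h compound exposure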
Active calls of the source: *; i = inactive; u = inconclusive; x = not tested or not shown; + = active, no number. This is a subset (hit frequency here may not be typical).

SMILES	Autophagy HCS	Autophagy HCS cell loss 18 h	Dynein cargo inh	Dynein cargo inh cytoplasmic EGFP	Dynein cargo inh nuclear GR-EGFP	Dynein cargo inh cell count	WT yeast gro inh	WT yeast gro inh mutant strain	Yfh1-depleted yeast	b-catenin transl	b-catenin transl cell count 5 µM	HEK293 NOD2/NF-kB	Lipid droplet	Lipid droplet cells 6.5 µM	MT stabilizer	MT stabilizer Hoechst-high %	MT stabilizer cytotoxicity %	Insulin prom up	Insulin prom up cell count
CC1CN(C(=S)NC(=O)C2CCCCC2)CC(C)O1 (stereo not drawn)	i	-0.5	-0.505	-0.224	-0.162	0.179	-5.5	-0.1	i	-2.1	603	-13.0%	-2.0	698	2.7	2.0	6.4	0.01	1338
Cc1ccc2nc(N/C(N)=N/S(=O)(=O)c3ccc([N+](=O)[O-])cc3)nc(C)c2c1	i	10.8	2.02	-0.236	1.19	-1.52	3.1	-12.6	i	-0.5	932	30.0%	-9.0	667	2.9	4.6	10.8	-0.87	1170
COc1ccc(S(=O)(=O)N2CCOCC2)cc1C(=O)Nc1nc2ccccc2s1	i	5.8	-0.429	-0.0861	0.0881	0.488	-1.0	-1.7	i	-0.7	1005	-1.0%	4.5	726	1.7	2.3	31.1	0.45	1229
Cc1ccc2c(c1)Oc1ccc(NC(=O)CCl)cc1C(=O)N2	+	52.6*	0.299	-0.114	0.101	0.57	-45.6	-22.1	i	-0.5	1109	-6.3%	4.2	716	7.1	10.2	25.7	0.7	1219
CCN1CCN(c2nc3c(c(=O)n(C)c(=O)n3C)n2CCSc2ncccn2)CC1	i	2.5	0.205	-0.269	-0.602	1.02	0.9	11.2	i	x	x	8.6%	-1.6	693	3.6	1.7	8.9	-1.42	1241
COc1ccc(CCCC(=O)N/N=C/c2cccc(OC)c2O)cc1C	i	19.6	-0.14	-0.242	0.0842	0.206	-8.5	21.0	i	0.8	930	4.3%	1.4	680	2.3	0.7	13.2	0.39	1292
CS/C(=C(/C#N)S(=O)(=O)c1ccc(Cl)cc1)N1CCOCC1	x	x	-0.706	-0.0162	0.491	-0.0146	x	x	i	-0.5	1325	-10.8%	5.4	652	x	x	x	0.13	1048
O=C(COC(=O)C1(c2ccc(Cl)cc2)CCCC1)Nc1ncc(C(F)(F)F)cc1Cl	i	0.7	-0.405	-0.282	-0.219	0.707	68.5*	15.7*	i	-0.6	1079	10.4%	12.0	621	5.5	2.6	6.5	-0.05	1467
O=S1(=O)NC(=NCCOCCO)c2ccccc21	i	4.1	-0.239	-0.243	-0.0106	0.19	-0.4	-2.8	i	0.2	1482	8.7%	4.0	734	2.5	1.8	6.8	0.39	1349
COC(=O)C(NC(C)=O)(Nc1ccc(Br)cc1)C(=O)OC	i	-41.2	-0.00978	-0.488	-0.45	-0.0471	-33.9	1.8	i	-4.1	797	-20.7%	x	x	3.7	1.7	0.8	0.66	874
O=C(Nc1ccc2c(c1)OCO2)N1CCN(c2ccc(F)cc2)CC1	i	-4.5	-0.111	-0.33	-0.622	0.404	11.7	-4.7	i	-0.4	1539	-23.2%	0.2	710	4.0	1.6	13.1	-0.5	1435
O=C(O)CSC(=S)N1CCCC1	x	x	0.112	-0.257	0.0193	0.335	x	x	i	-1.8	1296	9.9%	-4.7	744	x	x	x	-0.3	1136
OCCN1CCN(CC#CCC(c2ccccc2)c2ccccc2)CC1	x	x	0.989	-0.121	0.388	-0.733	x	x	i	-2.6	1182	13.1%	5.9	699	x	x	x	-0.41	1360
Cc1cccc(NC2=C(Cl)C(=O)OC2NC(=O)c2ccccc2)c1 (stereo not drawn)	i	-4.9	0.896	-0.0845	0.893	-0.0492	5.6	10.0	i	-3.0	1138	-0.8%	-23.3	736	0.8	1.1	3.0	0.49	905
COc1ccc(-c2nnc(NC(=O)CSc3ccc(C)cc3)s2)cc1OC	i	-11.7	-0.522	-0.159	-0.488	0.685	-14.1	-11.2	i	-3.3	960	-0.2%	-12.2	596	3.3	3.0	7.1	-0.59	1354
COc1ccc(C(=O)Nc2ccc(S(=O)(=O)N3CCCCC3C)cc2)c(OC)c1OC (stereo not drawn)	i	-2.3	-0.203	-0.206	-0.0841	0.143	4.4	-10.4	i	-0.4	841	17.6%	x	x	3.9	2.5	12.4	u	x
O=C(CN1CCN(Cc2ccc(F)cc2Cl)C1=O)NCc1cccs1	i	22.5	-0.566	-0.289	-0.337	0.849	8.0	7.8	i	-1.1	1111	9.2%	-1.6	780	1.7	1.5	2.5	1.57	1145
O=C(NCCSc1ccc(Cl)cc1)c1ccc(CN2CCOCC2)cc1	i	-3.4	-0.331	-0.186	-0.243	0.15	-19.6	25.1	i	1.4	944	0.6%	-22.5	647	2.6	2.0	9.6	-0.22	1476
O=C(CCCN1C(=O)c2ccccc2C1=O)N1CCN(c2ccccn2)CC1	i	-0.5	0.465	-0.197	0.662	0.169	6.8	-16.7	i	x	x	-1.2%	-2.3	719	2.1	2.2	5.5	0.83	1226
COc1cc(/C=N\NC(=O)c2ccc(Cn3nc([N+](=O)[O-])c(Cl)c3C)o2)ccc1O	i	39.0	0.281	0.0658	0.592	-0.997	36.8	-10.6	i	-4.6	1212	-20.3%	-12.8	741	2.2	1.8	6.0	-0.29	1009
COc1cc(CNCc2cccs2)ccc1OCC(=O)NC(C)(C)C	i	12.3	0.229	-0.191	-0.145	-0.367	-0.7	-22.0	i	1.7	1359	14.4%	x	x	1.7	2.2	9.4	0.05	1575
CCCCNC(=O)CC(NS(=O)(=O)c1ccc(C)cc1)c1ccco1 (stereo not drawn)	i	-21.1	1.5	-0.192	0.993	-1.36	-17.4	4.3	i	-0.7	1382	14.3%	x	x	1.8	1.9	9.1	0.68	1463
CN(C)c1ccc(C(=O)N2CC(=O)N(CCc3ccccc3)C(=O)C2)cc1	i	17.1	-0.849	-0.194	-0.377	1.54	7.5	-2.5	x	-4.8	831	10.3%	x	x	1.6	1.2	3.4	0.75	1588
COc1ccc(-c2cc(C(F)(F)F)c(C#N)c(SCC(=O)Nc3nc(C)co3)n2)cc1	+	-8.0*	-0.649	-0.171	-0.483	0.726	-15.9	4.8	i	0.2	1333	0.6%	x	x	1.5	1.9	4.6	-0.14	1528
CC(/C=N/Nc1nc(C)cc(=O)[nH]1)=C\c1ccccc1	i	-4.6	-0.208	-0.206	-0.41	0.43	11.1	7.5	i	-0.4	1129	-5.9%	11.2	733	1.8	3.6	4.7	-0.15	1217
CCCCSCCCNC(=O)CS(=O)Cc1nc(-c2cccc(C)c2)oc1C (stereo not drawn)	i	-4.7	-0.824	-0.259	-1.05	0.479	29.0	25.1	i	-0.7	1038	5.9%	-8.4	648	2.2	1.7	13.9	1.68	1184
Cc1cc(C(C)(C)C)oc1C(=O)N(CC(=O)NC1CCCC1)c1cccc(C(F)(F)F)c1	i	31.8	-0.0519	-0.243	-0.52	0.678	56.0	20.9	i	-1.8	1139	-21.0%	5.3	571	1.1	2.4	4.3	0.58	1742
CN1CCN(C(=S)NC(=O)c2ccc(-c3ccccc3)cc2)CC1	i	17.1	-1.03	-0.238	-0.534	0.579	9.8	11.2	i	-4.3	1078	-5.1%	14.3	726	2.1	1.2	6.9	-0.06	1570
COc1ccccc1CN(Cc1ccco1)S(=O)(=O)c1ccc(-n2cnnn2)c(OC)c1	i	-2.7	0.597	-0.247	0.669	-0.476	25.9	24.2	i	-0.8	1095	5.7%	0.8	741	3.2	0.6	20.6	-0.99	1266
CCCCCCC1CCC(C(=O)NC(CCSC)C(=O)NC(C(=O)OC)C(C)C)CC1 (stereo not drawn)	i	2.9	0.526	0.237	0.725	-0.348	6.3	3.5	i	x	x	0.1%	21.4	867	0.5	0.9	5.8	x	x

The last two compounds of the section before come first, to join the parts:
SMILES	Autophagy HCS	Autophagy HCS cell loss 18 h	Dynein cargo inh	Dynein cargo inh cytoplasmic EGFP	Dynein cargo inh nuclear GR-EGFP	Dynein cargo inh cell count	WT yeast gro inh	WT yeast gro inh mutant strain	Yfh1-depleted yeast	b-catenin transl	b-catenin transl cell count 5 µM	HEK293 NOD2/NF-kB	Lipid droplet	Lipid droplet cells 6.5 µM	MT stabilizer	MT stabilizer Hoechst-high %	MT stabilizer cytotoxicity %	Insulin prom up	Insulin prom up cell count
COc1ccccc1CN(Cc1ccco1)S(=O)(=O)c1ccc(-n2cnnn2)c(OC)c1	i	-2.7	0.597	-0.247	0.669	-0.476	25.9	24.2	i	-0.8	1095	5.7%	0.8	741	3.2	0.6	20.6	-0.99	1266
CCCCCCC1CCC(C(=O)NC(CCSC)C(=O)NC(C(=O)OC)C(C)C)CC1 (stereo not drawn)	i	2.9	0.526	0.237	0.725	-0.348	6.3	3.5	i	x	x	0.1%	21.4	867	0.5	0.9	5.8	x	x
COC(=O)c1cc(NC(=O)/C=C/c2ccccc2)ccc1O	i	1.9	-0.936	-0.288	-0.528	0.842	4.3	4.5	i	-1.0	1049	-41.4%	11.4	708	1.1	1.8	9.7	x	x
CCO[C@H]1OC(C(=O)NCc2ccccc2)=C[C@@H](c2ccc(C(F)(F)F)cc2)[C@@H]1CCCO	i	27.7	3.28	0.312	2.64	-1.79	27.0	18.6	i	0.6	1033	12.3%	-25.5	762	1.1	1.1	2.6	-0.97	1190
Cc1c(C(=O)/C=C/N(C)C)nnn1-c1ccc(F)c(Cl)c1	x	x	-0.34	-0.187	-0.111	0.147	x	x	i	0.9	1289	3.4%	2.3	701	x	x	x	-1.95	1129
CCCC(=O)Nc1ccc(C(=O)NCCc2ccc(F)cc2)cc1	i	13.2	-0.485	-0.297	-0.268	0.581	-4.3	-8.5	i	-0.5	1099	-22.2%	14.3	663	2.5	3.1	11.3	0.12	1582

Screening data from PubChem.
